High-throughput results deposited in PubChem by National Center for Advancing Translational Sciences (NCATS).
GPT2 inh: blocks human glutamate pyruvate transaminase 2; hit rate 0.25% among 100,000; Recombinant GPT2, coupled pyruvate oxidase/HRP Amplex Red fluorescence; AID 1671188; Potency, µM (titrated, usually from 57.7 µM), without a hit: top-dose activity change, negative = inhibition, actives largely listed as inhibitors; further: potency means the concentration at half of the fitted maximal effect; nearly all actives have a fitted effect of over 60% in size; many of its hits are not listed in these tables
Target sequence (Q8TD30 whole entry, looked up): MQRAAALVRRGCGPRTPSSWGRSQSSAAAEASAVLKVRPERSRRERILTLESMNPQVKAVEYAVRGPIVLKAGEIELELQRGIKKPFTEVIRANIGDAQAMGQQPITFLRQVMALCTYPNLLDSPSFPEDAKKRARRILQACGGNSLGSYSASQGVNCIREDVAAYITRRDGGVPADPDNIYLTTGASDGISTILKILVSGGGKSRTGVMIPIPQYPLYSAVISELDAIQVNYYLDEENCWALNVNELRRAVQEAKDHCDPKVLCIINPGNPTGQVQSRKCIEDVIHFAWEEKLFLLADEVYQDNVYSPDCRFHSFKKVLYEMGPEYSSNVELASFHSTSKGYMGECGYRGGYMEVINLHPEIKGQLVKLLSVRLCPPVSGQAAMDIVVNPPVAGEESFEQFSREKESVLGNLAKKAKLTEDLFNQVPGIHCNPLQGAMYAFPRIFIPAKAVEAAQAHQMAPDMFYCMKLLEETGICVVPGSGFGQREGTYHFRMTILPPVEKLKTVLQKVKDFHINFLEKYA
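Fluorescence of coupled pyruvate oxidase/HRP/Amplex Red system (50uM Amplex, 30 min, dark) reports pyruvate formed by GPT2. Enzyme reaction: 10ng/uL GPT2, 2mM L-alanine, 250uM a-KG, 30 min room temperature, pH 7.5; 50uM AOA control.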
IP6K1 inhibitor: blocks human inositol hexakisphosphate kinase 1; Q92551; IP6K1 kinase, ADP-Glo luminescence, 2 h; stronger effect = lower value; activity change, % (series mostly up to about 58 µM); hit rate 0.81% among 140,000; in the data active means activity change below about -25%
Target sequence (Q92551 whole entry, looked up): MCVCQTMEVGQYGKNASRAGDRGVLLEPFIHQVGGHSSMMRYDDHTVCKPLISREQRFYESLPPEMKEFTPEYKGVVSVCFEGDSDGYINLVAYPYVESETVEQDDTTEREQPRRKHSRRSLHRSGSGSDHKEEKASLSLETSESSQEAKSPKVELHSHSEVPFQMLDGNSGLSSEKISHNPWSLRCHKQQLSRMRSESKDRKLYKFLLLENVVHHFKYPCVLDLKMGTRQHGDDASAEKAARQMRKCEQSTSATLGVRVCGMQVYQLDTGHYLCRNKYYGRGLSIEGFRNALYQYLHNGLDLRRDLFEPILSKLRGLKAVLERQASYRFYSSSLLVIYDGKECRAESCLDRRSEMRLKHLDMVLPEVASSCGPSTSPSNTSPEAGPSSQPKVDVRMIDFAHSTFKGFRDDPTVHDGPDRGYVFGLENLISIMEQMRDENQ
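ADP-Glo luminescence measures ADP made by human IP6K1 during a 2 h RT reaction with ATP/IP6 (mix at 1.3 mM/130 uM); top library doses 57.5 and 19.1 uM final.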
3T3 cytotox: NIH 3T3 cell cytotoxicity; Potency, µM (highest dose often 96.7 µM), for the others: top-dose activity change, negative = cytotoxicity, hits mostly inhibitors; hit rate 4.3% among 94,000; AID 1345082; NIH 3T3 viability, CellTiter-Glo ATP luminescence, 48-72 h; further: potency means the concentration at half of the fitted maximal effect; nearly all actives have a fitted effect of over 55% in size
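Luminescent ATP readout (CellTiter-Glo, 10 min RT) after 48 or 72 hr compound exposure of NIH 3T3 cells seeded at 400 cells/well in 1536-well format; quantitative HTS.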
FLuc inh: blocks purified firefly luciferase enzyme activity | P08659 | purified P. pyralis luciferase, luminescence, biochemical | Potency, µM (titrated, usually from 115 µM), inactives show top-dose activity change, negative = inhibition, most hits filed as inhibitors | hit rate 2.5% among 76,000 | AID 1347043; further: potency means the concentration at half of the fitted maximal effect; nearly all actives have a fitted effect of over 65% in size
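FLuc 10nM, D-luciferin 10uM, ATP 10uM, Mg acetate 10mM, Tris acetate pH 7.5, Tween/BSA; cpd qHTS; enzyme added last; CCD luminescence.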
HEK293 viab: reduces viability of HEK-293 SNCA reporter cells. hit rate 0.12% among 150,000. HEK-293-SNCA-luc viability, GF-AFC fluorescence, 24 h. Potency, µM (series often up to 57.1 µM), for inactives: top-dose activity change, negative = cytotoxicity, actives largely listed as cytotoxic;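 further: potency means the concentration at half of the fitted maximal effect; 0% = DMSO-treated cells and -100% = medium-only wells without cells; nearly all actives have a fitted effect of over 30% in size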
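Cytotoxicity counterscreen: after 24 h compound treatment of genome-edited SNCA-luciferase HEK-293 cells, live-cell protease substrate GF-AFC read by fluorescence after 30 min; activity scaled between DMSO (0%) and medium-only (-100%), curves Hill-fitted.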
SNCA expr inhib: SNCA gene expression inhibition; Potency, µM (series often up to 57.2 µM), for the others: top-dose activity change, negative = inhibition, most hits filed as inhibitors; hit rate 0.17% among 140,000; HEK-293 SNCA-luciferase knock-in, luminescence, 24 h;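 further: potency means the concentration at half of the fitted maximal effect; plate controls were DMSO cells for no effect and cell-free wells for full effect; nearly all actives have a fitted effect of over 45% in size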
HEK293 tox: HEK 293 cell cytotoxicity; hit rate 6.6% among 94,000; Potency, µM (series often up to 115 µM), for inactives: at the highest dose activity change, negative = cytotoxicity, hits mostly inhibitors; HEK 293 viability, ATP luminescence (CellTiter-Glo), 48-72 h; AID 1345083; further: potency means the concentration at half of the fitted maximal effect; nearly all actives have a fitted effect of over 60% in size
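qHTS cytotoxicity; HEK 293, 250 cells/well; compound pinned; 48 or 72 hr, 37 degree Celsius, 5% CO2, 95% humidity; CellTiter-Glo, 10 min RT; luminescence (ATP).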
The depositor's hits bear a star; i = inactive; ? = inconclusive; · = not tested or not shown; [ ] = another dose, or the depositor's remark. Unless noted, the call rests on the fitted dose curve; in most records, active means well fitted curve in the direction sought with a large enough effect; inconclusive means small, poorly fitted or top-dose-only effect, or another doubt; inactive means no such curve, though single readings can be large; an effect the other way counts as inactive or inconclusive. Unless noted, on the % scale 0 is the no-effect control and ±100 the full control effect. Only part of the results is shown (hit frequency here may not be typical).

Start of the data: the first four records, ahead of the listing:
Every second line gives: GPT2 inh | IP6K1 inhibitor | 3T3 cytotox | FLuc inh | HEK293 viab | SNCA expr inhib | HEK293 tox
> COc1ccccc1[C@@H]1CN(C(=O)Cc2nonc2C)C[C@H]1C(=O)O
  i | -11 | i | 5% | -5% | 4% | 0%
> CCCc1cnc2c(c1SCc1cccc(F)c1)c(=O)n(C)c(=O)n2C
  · | -9 | · | · | -9% | -5% | ·
> Cc1oc2ncnc(N3CCCCC3)c2c1C(=O)NCC1CCN(Cc2ccc(F)cc2)CC1
  · | 24 | · | · | 1% | 8% | ·
> CN(C)Cc1nnc(C2CCN(C(=O)c3n[nH]c(=O)c4ccccc34)CC2)n1C
  ? | 1 | 0% | -4% | -7% | -11% | -14%

The listing, from the start:
Every second line gives: GPT2 inh | IP6K1 inhibitor | 3T3 cytotox | FLuc inh | HEK293 viab | SNCA expr inhib | HEK293 tox
> COc1ccccc1[C@@H]1CN(C(=O)Cc2nonc2C)C[C@H]1C(=O)O
  i | -11 | i | 5% | -5% | 4% | 0%
> CCCc1cnc2c(c1SCc1cccc(F)c1)c(=O)n(C)c(=O)n2C
  · | -9 | · | · | -9% | -5% | ·
> Cc1oc2ncnc(N3CCCCC3)c2c1C(=O)NCC1CCN(Cc2ccc(F)cc2)CC1
  · | 24 | · | · | 1% | 8% | ·
> CN(C)Cc1nnc(C2CCN(C(=O)c3n[nH]c(=O)c4ccccc34)CC2)n1C
  ? | 1 | 0% | -4% | -7% | -11% | -14%
> CN(C)Cc1ccc(-c2cnn3c(-c4cccc(NC(=O)c5cccc(C(F)(F)F)c5)c4)ccnc23)cc1
  i | -6 | · | · | ? | · | ·
> CCCCc1nc2cc(C(=O)N3CCCC3c3cc(C(C)C)on3)ccc2o1 (centres undefined)
  -7% | 24 | ? | 0% | ? | ? | ?
> Cc1cc(C)n(-c2ccc(C(=O)N[C@H]3C[C@H]4C(=O)NCC(=O)N4C3)cc2)n1
  -7%[11.5 µM] | 10 | 0% | 8% | -7% | ? | i
> Cc1ccc(-c2nnc3ccc(N4CCCC4)nn23)nc1
  -16%[88.5 µM] | -11 | ? | 1%[230 µM] | 7%[87.6 µM] | 7%[87.6 µM] | -18%[230 µM]
> Cc1cc(Cl)ccc1OCCN1CCN(C(=O)[C@H]2CCC[C@H](O)C2)CC1
  4% | 10 | ? | 13% | -15% | ? | ?
> CCNC(=O)N[C@H]1CO[C@H]2[C@@H]1OC[C@@H]2n1nnnc1Oc1cccc(N(C)C)c1
  5%[88.5 µM] | 16 | -23%[174 µM] | -17%[172 µM] | 4%[87.6 µM] | 12%[87.6 µM] | -31%[172 µM]
> COc1cccc(CNC(=O)c2c(C)nn(-c3ccc(F)cc3)c2-n2cccc2)c1
  · | 21 | · | · | 1% | -15% | ·
> O=C(N[C@@H]1CN[C@H](CO)C1)c1ccncc1
  i | -1 | i | 11% | -4% | -16% | -9%
> CCOc1ccc(NC(=O)Cn2cc(C(=O)c3ccc(C)c(C)c3)c(=O)c3cc4c(cc32)OCCO4)cc1
  · | -12 | · | · | 8% | 9% | ·
> CCOc1cccc2sc(=NC(=O)c3ccc(S(=O)(=O)N4CCOCC4)cc3)n(C)c12
  · | 4 | · | · | ? | -26% | ·
> CC(=O)OCC(=O)Nc1cc(C#N)cc(NC(=O)COC(C)=O)c1Cl
  -9% | -4 | · | · | -4% | -28%[25.6 µM] | ·
> COc1ccc(-c2cccc(NS(=O)(=O)c3cc(C)ccc3OC)c2)nn1
  · | -7 | · | · | -5% | -14% | ·
> Cc1ccc(CNC(=O)c2ccc3nccn3c2)o1
  i | -9 | ? | -2%[172 µM] | 2%[87.6 µM] | 27%[87.6 µM] | -4%[172 µM]
> O=C(CN1CCCc2nc(-c3ccncc3)ncc2C1=O)N1CCc2ccccc2C1
  -7% | 2 | ? | -5% | -20% | -27% | 35µM*
> COc1ccc(-c2[nH]nc3ncc(-c4cncnc4)nc23)cc1F
  0%[88.5 µM] | 5 | ? | 1%[172 µM] | -16%[87.6 µM] | ? | ?
> C[C@H]1CC[C@@]2(OC1)O[C@H]1CC3C4CC=C5C[C@H](O)C[C@@H](O[C@@H]6O[C@@H](C)[C@H](O)[C@@H](O)[C@H]6O[C@@H]6O[C@@H](C)[C@H](O)[C@@H](O)[C@H]6O)[C@]5(C)C4CC[C@]3(C)[C@H]1[C@@H]2C (some centres undefined)
  i | 19 | · | · | -5%[23.9 µM] | · | ·
> O=S(=O)(c1ccc(-c2ccno2)s1)N1CCC2(CCNCC2)C1
  -10% | 19 | -25% | -14% | -6% | 3% | -27%
> CCNC(=O)c1nn(-c2ccccc2C)nc1CO
  · | 34 | · | · | 9% | 41%[activator] | ·
> C=CC(O)CN1CCC(=O)N(Cc2ccccc2)Cc2ccccc21 (centres undefined)
  · | -4 | -8% | · | · | · | ?
> CC(C)Cn1c(-c2cccc(Br)c2)nc2ccccc21
  · | -33* | · | · | -11% | -20% | ·
> CCNC(=O)N1CC(N(CC)C2CCOCC2)C1
  ? | 6 | -3% | 1% | 1% | -16% | ?
> Cc1onc(-c2cnn(C)c2NCc2ccccc2)c1C(=O)NCCc1cccnc1
  2%[88.5 µM] | 4 | ? | -1%[172 µM] | 1%[87.6 µM] | 3%[87.6 µM] | i
> COc1cc(CN2CCC(C)(NC(C)=O)CC2)cc(-c2ccccc2)c1
  4%[88.5 µM] | 13 | ? | 11%[172 µM] | 0%[87.6 µM] | -3%[87.6 µM] | ?
> COc1cccc(CN2CCCC3(COc4ccccc4C(=O)N3)C2)c1 (centres undefined)
  i | 18 | ? | -12%[172 µM] | 6%[87.6 µM] | -10%[87.6 µM] | ?
> CC(C)(C)OC(=O)N1CCC(c2c(C(=O)N3CCc4ccccc4C3)cnn2-c2ccc(F)cc2)CC1
  · | -29* | · | · | -3% | -11% | ·
> CN(Cc1cccnc1)c1nc2c(c(=O)[nH]1)CCN(Cc1cc(Cl)ccc1F)CC2
  0% | 16 | ? | 11% | -13% | -27% | ?
> Cc1cc2nc3n(c(=O)c2n1CC(=O)Nc1ccc(Cl)cc1F)CCC3
  i | -14 | -14% | 5% | 1% | 3% | -1%
> COc1cn(CC(=O)Nc2cc(C)ccc2C)c(CN2CCCCC2)cc1=O
  · | -1 | · | · | 22% | 1% | ·
> Cc1nc([C@H]2CCN(Cc3ccc(F)cc3F)C[C@H]2NC(=O)C2CCOCC2)n[nH]1
  -9% | 6 | -13% | 2% | 9%[12.5 µM] | -6% | -4%
> CNC(=O)[C@@H](Cc1ccccc1)N1CCC[C@H]1C(=O)NC1CC1
  -12%[88.5 µM] | 8 | -6%[174 µM] | 0%[172 µM] | 8%[87.6 µM] | 10%[87.6 µM] | -6%[172 µM]
> CC1CCCN(c2nc3c(-c4ccc(Cl)cc4)nnn3c3ccccc23)C1 (centres undefined)
  · | 0 | · | · | -2% | 12% | ·
> O=C(Cn1c(=O)n(Cc2nc(-c3ccccc3)no2)c(=O)c2cc3c(cc21)OCO3)Nc1ccccc1
  · | -10 | · | · | 11% | 26% | ·
> CN(CC1CCOCC1)C(=O)c1ccc(C(F)(F)F)cc1
  i | 10 | -19% | -9% | 6% | -6% | -3%
> CS(=O)(=O)N1Cc2ccccc2CC2(CCN(Cc3ccccc3)C2)C1 (centres undefined)
  1% | -10 | -7% | · | -6% | 9% | ?
> CS(=O)(=O)N1CCCN(C(=O)NCc2ccccc2)CCNC(=O)CC1c1ccccc1 (centres undefined)
  i | 10 | -5% | 3% | 3% | -2% | i
> Cc1nc(-c2cn(C3CCCN(C(=O)COc4ccccc4)C3)nn2)no1 (centres undefined)
  -6% | 14 | i | 4% | -5% | -1% | -5%
> O=C(CC1CCN(C(=O)c2ccccc2)C1)NC1CC1 (centres undefined)
  -13% | 2 | -1% | -6% | -1%[12.5 µM] | -11% | -7%
> Cc1ccc(S(=O)(=O)c2nc(-c3cccc(C)c3)oc2N2CCN(c3ccccc3)CC2)cc1
  · | 4 | · | · | 18% | -12% | ·
> Cc1ccc(S(=O)(=O)N2CCCC(CNC(=O)c3cccs3)C2)cc1 (centres undefined)
  -7% | 3 | ? | -3% | 3% | -30% | ?
> Cc1ccc(-c2noc(CCCC(=O)NCc3ccco3)n2)cc1
  · | 4 | · | · | 2% | ? | ·
> COc1ccccc1N1CCN(C(=O)CCn2nc(C)c(S(=O)(=O)N3CCCC3)c2C)CC1
  · | -3 | · | · | 10% | 6% | ·
> CC(C)N1C(=O)C2(CCCCC2)C1C(=O)N1CCCC1 (centres undefined)
  -3% | -14 | -8% | 4% | 7% | -16% | -10%
> COc1ccc(CCN(C)CCCOc2ccc(S(=O)(=O)c3[nH]c4ccccc4c3C(C)C)cc2)cc1OC
  ? | · | · | · | -6% | -24% | ·
> O=c1c2nc(Nc3cccc(F)c3)ccc2ncn1-c1cccnc1
  4%[88.5 µM] | -6 | ? | -5%[172 µM] | 2%[87.6 µM] | 4%[87.6 µM] | ?
> O=C(c1ccoc1)N1CCc2onc(C(c3ccccc3)c3ccccc3)c2C1
  i | 1 | ? | ? | -6% | 134%[activator] | ?
> Cc1ccc2[nH]c(CN(Cc3cnn(C)c3)C3CC3)cc(=O)c2c1
  ? | 13 | -18% | -6% | -8% | -1% | -27%

In a second layout: 4 of the compounds above
SMILES: O=C(c1ccoc1)N1CCc2onc(C(c3ccccc3)c3ccccc3)c2C1
  GPT2 inh = i | IP6K1 inhibitor = 1 | 3T3 cytotox = ? | FLuc inh = ? | HEK293 viab = -6% | SNCA expr inhib = 134%[activator] | HEK293 tox = ?
SMILES: CC(C)N1C(=O)C2(CCCCC2)C1C(=O)N1CCCC1 (centres undefined)
  GPT2 inh = -3% | IP6K1 inhibitor = -14 | 3T3 cytotox = -8% | FLuc inh = 4% | HEK293 viab = 7% | SNCA expr inhib = -16% | HEK293 tox = -10%
SMILES: CC1CCCN(c2nc3c(-c4ccc(Cl)cc4)nnn3c3ccccc23)C1 (centres undefined)
  GPT2 inh = · | IP6K1 inhibitor = 0 | 3T3 cytotox = · | FLuc inh = · | HEK293 viab = -2% | SNCA expr inhib = 12% | HEK293 tox = ·
SMILES: Cc1cc2nc3n(c(=O)c2n1CC(=O)Nc1ccc(Cl)cc1F)CCC3
  GPT2 inh = i | IP6K1 inhibitor = -14 | 3T3 cytotox = -14% | FLuc inh = 5% | HEK293 viab = 1% | SNCA expr inhib = 3% | HEK293 tox = -1%
